CHOP UPR activ: activators of apoptotic arm of unfolded protein response (CHOP). CHO-CHOP luciferase reporter, UPR activation, luminescence; percent of tunicamycin response over DMSO baseline. activation, % at 10 µM. actives 0.34% (n = 330,000);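 active = at 10 µM dose, activation of 40% or more, normalized to positive control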;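 note: 100% = tunicamycin at 10 µg/mL and 0% = DMSO alone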
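assay system = CHO CHOP reporter cells | amount = 500 CHO-CHOP cells per well | buffer or medium = F12 with 10% FBS | incubation = 16-18 h cell attachment, then 6 h compound exposure, 37 °C | detection = luminescence read with Steady-Glo | read-out = percent activation relative to tunicamycin control | controls = tunicamycin high control, DMSO low control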
Jurkat NFkB inh: lowers PMA/ionomycin-induced NF-kB signal in Jurkat cells | PMA/ionomycin-induced NF-kB luciferase reporter, luminescence | inhibition, % at 4 µM | actives 0.53% (n = 330,000); in the data active = inhibition above about 50%
Mdm2 MdmX PPI: disrupts the human Mdm2-MdmX interaction; SaOS-2 split-luciferase Mdm2/MdmX complementation, luminescence; inhibition, % at 8 µM; actives 3% (n = 330,000); AID 485346;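 active = inhibition of at least 50% at 8 µM in the primary screen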
Target sequence (O15151 whole entry, looked up): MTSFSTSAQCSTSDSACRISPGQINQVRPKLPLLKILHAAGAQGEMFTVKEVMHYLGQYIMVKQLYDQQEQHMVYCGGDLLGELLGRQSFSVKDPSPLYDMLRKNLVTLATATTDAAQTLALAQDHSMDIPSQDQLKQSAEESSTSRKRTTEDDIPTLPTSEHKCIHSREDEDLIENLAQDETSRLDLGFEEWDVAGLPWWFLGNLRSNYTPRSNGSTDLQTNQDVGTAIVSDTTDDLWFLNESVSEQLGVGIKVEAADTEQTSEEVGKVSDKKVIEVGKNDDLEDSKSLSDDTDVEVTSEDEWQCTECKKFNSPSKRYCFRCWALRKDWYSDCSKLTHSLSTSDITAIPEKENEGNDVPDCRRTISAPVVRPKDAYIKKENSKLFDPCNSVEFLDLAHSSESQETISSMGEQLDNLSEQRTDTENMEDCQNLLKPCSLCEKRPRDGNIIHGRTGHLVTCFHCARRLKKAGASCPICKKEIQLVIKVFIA
Target sequence (Q00987 whole entry, looked up): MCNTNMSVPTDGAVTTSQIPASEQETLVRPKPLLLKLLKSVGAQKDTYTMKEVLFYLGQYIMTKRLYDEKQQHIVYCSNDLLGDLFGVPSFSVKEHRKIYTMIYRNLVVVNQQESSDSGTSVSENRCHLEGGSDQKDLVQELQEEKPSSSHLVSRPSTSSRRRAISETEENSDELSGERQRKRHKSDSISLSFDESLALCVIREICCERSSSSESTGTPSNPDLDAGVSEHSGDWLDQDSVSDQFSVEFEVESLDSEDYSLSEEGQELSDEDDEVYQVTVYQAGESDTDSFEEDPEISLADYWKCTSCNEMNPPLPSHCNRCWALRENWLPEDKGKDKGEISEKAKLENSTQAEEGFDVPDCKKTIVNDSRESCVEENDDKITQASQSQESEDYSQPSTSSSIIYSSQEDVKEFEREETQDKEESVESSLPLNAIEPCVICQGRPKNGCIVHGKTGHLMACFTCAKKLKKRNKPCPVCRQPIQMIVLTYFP
697 NFkB inh: inhibitors of the PMA/ionomycin-induced NF-kB reporter in 697 B cells; 697 B-cell NF-kB luciferase reporter, 16 h; inhibition, % at 4 µM; actives 0.33% (n = 330,000); in the data active = inhibition above about 35%
CCR6 antagonist: blocks CCL20-driven beta-arrestin recruitment at human CCR6; actives 0.49% (n = 340,000); P51684; inhibition, % at 20 µM; CHO-K1 CCR6 PathHunter beta-arrestin, luminescence, CCL20-stimulated;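 active = compounds whose inhibition of the agonist-driven luminescence signal at 20 µM reaches about 50%, limit read from the data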;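 note: cells stimulated with CCL20 at 14 nM final; plate controls were DMSO with CCL20 for no effect and DMSO without agonist for full effect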
CXCR6 block: blocks human CXCR6 beta-arrestin recruitment; CHO-K1 PathHunter CXCR6 beta-arrestin, luminescence; inhibition, % at 20 µM; actives 0.36% (n = 360,000); in the data active = inhibition above about 34%, passing the limit was not always enough;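 note: antagonist mode with CXCL16 agonist at 10 nM final; 0% = 10 nM CXCL16 with DMSO and 100% = unstimulated wells without agonist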
Gli-Sufu antag: Gli-Sufu pathway antagonism | Sufu-KO-LIGHT fibroblasts, Gli luciferase reporter luminescence | inhibition, % at 5 µM | actives 0.74% (n = 340,000) | AID 588413;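 active = inhibition above about 55%, limit read from the data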;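 note: 0% = DMSO-treated cells and 100% = wells with medium but no cells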
EBI2 antag: antagonists of human EBI2 receptor; P32249; EBI2 beta-arrestin recruitment, luminescence, 7a,25-OHC stimulated; actives 0.81% (n = 360,000); inhibition, % at 5 µM; in the data active = inhibition above about 38%;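 note: enzyme fragment complementation signal reports receptor beta-arrestin coupling in cells; 0% = agonist plus DMSO wells and 100% = wells without agonist; some results beyond the cut were filed as inactive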
XBP1 UPR activ: adaptive UPR (XBP1) activation | CHO-XBP1 luciferase reporter, IRE1-XBP1 UPR activation, luminescence; percent of tunicamycin response, DMSO as zero | activation, % at 20 µM | actives 0.33% (n = 330,000);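 active = versus positive control, 20 µM dose yields 30% or more activation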;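 note: 100% = tunicamycin at 10 µg/mL and 0% = DMSO only wells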
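Assay system: IRE1-XBP1 luciferase reporter CHO line. Input: 1000 cells/well. Buffer or medium: F12 with 10% serum. Doses: 20 µM, 1% DMSO. Times: overnight seeding at 37 °C, 6 h compound treatment at 37 °C. Technique: Steady-Glo luciferase glow luminescence, 10 min after reagent addition.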
* marks the source's active call; other numbers are inactive results; nt = no result given.

no.	SMILES	CHOP UPR activ	Jurkat NFkB inh	Mdm2 MdmX PPI	697 NFkB inh	CCR6 antagonist
1	COC(=O)CSc1nc(-c2ccccc2)nc2ccccc12	1.3	9	5	-12	16
2	Cc1cccc(NC(=S)NC(=O)c2ccco2)c1C	2.6	-34	-31	-38	15
3	CC1CCc2c(sc3nc(SCC(=O)O)n(-c4ccccc4)c(=O)c23)C1 (stereo not drawn)	-0.4	-2	5	8	3
4	CCN(CC)c1ccc(NC(=O)c2ccccc2Br)cc1S(=O)(=O)Nc1ccccc1OC	0.0	1	-6	-21	10
5	Cc1nnc(SCC(=O)c2ccc([N+](=O)[O-])cc2)s1	0.7	-5	10	15	-15
6	COc1cc(/C=N\NC(C)=O)ccc1OC/C=C/c1ccccc1	0.3	3	31	-17	2
7	C=CCn1cnc2c(oc3ccccc32)c1=O	4.1	-19	-7	-18	14
8	Cc1cccc(-c2nc3ccc(C(=O)NCCN4CCN(C)CC4)cc3nc2-c2cccc(C)c2)c1	5.4	20	93*	-4	24
9	CCOc1ccc(S(=O)(=O)N2CCN(Cc3ccc4c(c3)OCO4)CC2)cc1OCC	0.1	8	-4	3	15
10	CC(C)(C)OC(=O)N1CC=C2C(C#N)=C(N)C(C#N)(C#N)[C@H](c3cccnc3)[C@H]2C1	-1.2	9	-4	18	11
11	CCOC(=O)c1c(C)noc1-c1ccc(Br)o1	2.9	7	-2	15	9
12	O=C(Nc1nnc(SCc2ccc(F)cc2)s1)C1CC(=O)N(Cc2ccccc2)C1 (stereo not drawn)	4.3	-6	-20	-9	5

no.	CXCR6 block	Gli-Sufu antag	EBI2 antag	XBP1 UPR activ
1	0	-5	9	3
2	11	-10	3	0
3	0	6	-5	1
4	7	12	40	-1
5	-8	-1	5	0
6	-1	0	5	-4
7	4	-22	8	1
8	-4	20	12	13
9	-2	12	9	-4
10	4	27	6	0
11	4	-1	-7	1
12	9	-7	-9	1

Following part
no.	SMILES	CHOP UPR activ	Jurkat NFkB inh	Mdm2 MdmX PPI	697 NFkB inh	CCR6 antagonist
13	Cc1cc(OCC(=O)N2CCCCCC2)ccc1[N+](=O)[O-]	4.4	-12	-26	-39	10
14	COc1ccccc1N1C(=S)N=C(Nc2c(C)cccc2C)C12CCCC2	1.2	6	20	6	-1
15	Cc1c(/C=N/NC(=O)c2cccnc2)c2ccccn2c1C(=O)c1ccc(F)cc1	-2.6	20	1	19	nt
16	CN(CCc1ccccc1)C(=O)c1ccc(NC(=O)Cc2cccc(NC(=O)C3CCN(C(=O)C4CCCCC4)CC3)c2)cc1	nt	nt	nt	nt	6
17	COc1cc(/C=N/O)ccc1OCc1ccc([N+](=O)[O-])cc1	3.6	-152	-183	-161	0
18	COc1ccc(C(=O)Nc2ccc(S(=O)(=O)N(C)c3ccccc3)cc2)cc1	2.3	-10	9	-56	13
19	O=C(Nc1cccc(F)c1)c1cccnc1	3.1	-8	4	-23	-4
20	Nc1ccccc1SSc1ccccc1N	2.1	-16	25	-28	10
21	CSC1=C(C#N)C(=O)NC(c2ccccc2O)S1 (stereo not drawn)	-1.4	15	26	9	-5
22	COc1ccc(C2(c3ccc(OC)cc3)NC(=O)N(CC(=O)NCC(C)c3ccccc3)C2=O)cc1 (stereo not drawn)	0.6	26	4	3	17
23	CC(=O)N1CCC(=NNc2ncc(C(F)(F)F)cc2Cl)CC1	-1.0	5	9	4	5
24	COc1cc2c(cc1OC)C(c1cccc([N+](=O)[O-])c1)=NCC2	-1.2	3	2	15	12

no.	CXCR6 block	Gli-Sufu antag	EBI2 antag	XBP1 UPR activ
13	3	-74	-1	2
14	1	2	-11	1
15	nt	nt	nt	2
16	0	2	-12	nt
17	0	-118	0	3
18	-7	-11	9	-3
19	-4	3	-3	-4
20	0	1	27	-1
21	0	1	-4	-3
22	11	0	7	0
23	2	-4	7	1
24	10	-9	30	-1

Given as labelled records: part of the list above
(19) O=C(Nc1cccc(F)c1)c1cccnc1
  CHOP UPR activ: 3.1; Jurkat NFkB inh: -8; Mdm2 MdmX PPI: 4; 697 NFkB inh: -23; CCR6 antagonist: -4; CXCR6 block: -4; Gli-Sufu antag: 3; EBI2 antag: -3; XBP1 UPR activ: -4
(20) Nc1ccccc1SSc1ccccc1N
  CHOP UPR activ: 2.1; Jurkat NFkB inh: -16; Mdm2 MdmX PPI: 25; 697 NFkB inh: -28; CCR6 antagonist: 10; CXCR6 block: 0; Gli-Sufu antag: 1; EBI2 antag: 27; XBP1 UPR activ: -1
(21) CSC1=C(C#N)C(=O)NC(c2ccccc2O)S1 (stereo not drawn)
  CHOP UPR activ: -1.4; Jurkat NFkB inh: 15; Mdm2 MdmX PPI: 26; 697 NFkB inh: 9; CCR6 antagonist: -5; CXCR6 block: 0; Gli-Sufu antag: 1; EBI2 antag: -4; XBP1 UPR activ: -3
(22) COc1ccc(C2(c3ccc(OC)cc3)NC(=O)N(CC(=O)NCC(C)c3ccccc3)C2=O)cc1 (stereo not drawn)
  CHOP UPR activ: 0.6; Jurkat NFkB inh: 26; Mdm2 MdmX PPI: 4; 697 NFkB inh: 3; CCR6 antagonist: 17; CXCR6 block: 11; Gli-Sufu antag: 0; EBI2 antag: 7; XBP1 UPR activ: 0

More entries:
no.	SMILES	CHOP UPR activ	Jurkat NFkB inh	Mdm2 MdmX PPI	697 NFkB inh	CCR6 antagonist
25	Nc1ccc(N=Nc2ccccc2)c(N)n1	6.3	-33	-9	3	35
26	Cc1ccc(-c2ccc(=O)n(CC(=O)NCC3COCCO3)n2)cc1 (stereo not drawn)	-1.3	2	-6	7	4
27	CC(=O)c1c(O)cc(O)cc1O	nt	nt	nt	nt	8
28	O=C(Nc1nnc(SCc2c(Cl)cccc2Cl)s1)C1CCCO1 (stereo not drawn)	0.1	-8	15	12	-2
29	CC(C)(C)c1ccc(C2=CSC3=NCCN23)cc1	3.6	-17	17	-35	13
30	COc1cc(N2CCOCC2)ncn1	-2.2	-7	14	2	2
31	O=C(CCCn1c(=S)[nH]c2ccsc2c1=O)NC1CCCCC1	1.9	-1	15	1	2
32	CC(CN1CCN(C)CC1)OC(=O)c1ccc(Cl)cc1 (stereo not drawn)	2.2	-29	10	2	7
33	COC(=O)/C=C/c1ccc2c(c1)OCO2	-1.5	-10	-8	14	5
34	Cc1ccc2nc(CCCc3nc4ccc(C)cc4[nH]3)[nH]c2c1	0.3	13	6	23	-6
35	CCC(=O)Nc1ccc(Oc2ccc(NC(=O)CC)c(NC(=O)CC)c2)cc1	-0.7	-5	15	8	0
36	CC1CCN(S(=O)(=O)c2ccc3c(c2)N(CC(=O)NCCCN2CC(C)CC(C)C2)C(=O)CS3)CC1 (stereo not drawn)	1.2	12	30	16	20

no.	CXCR6 block	Gli-Sufu antag	EBI2 antag	XBP1 UPR activ
25	7	-56	-4	-2
26	0	4	-10	-2
27	4	5	-3	nt
28	-8	-1	-1	0
29	-23	37	-6	-3
30	4	25	-5	-1
31	-5	-5	-6	-4
32	-12	-4	5	3
33	5	-7	3	1
34	2	13	11	-2
35	3	6	3	4
36	3	9	-1	-2

The list goes on.
no.	SMILES	CHOP UPR activ	Jurkat NFkB inh	Mdm2 MdmX PPI	697 NFkB inh	CCR6 antagonist
37	Cc1ccc(OCC(O)Cn2c(N3CCCCC3)nc3c2c(=O)[nH]c(=O)n3C)cc1C (stereo not drawn)	-1.2	-9	10	-24	-18
38	COc1cccc(NC(=O)Nc2nnc(Cc3ccc(OC)c(OC)c3)s2)c1	-1.2	-26	0	-7	-1
39	CCN1C(=NCCc2ccc(Br)cc2)N[C@@H](c2ccccc2)[C@H](C(=O)OC)[C@H]1C	1.4	0	52*	-4	-1
40	Fc1ccc(Oc2nc(-c3ccccn3)nc3ccccc23)cc1	24	-10	57*	-35	30
41	COc1cc(-c2c(NC(=O)c3ccco3)oc3ccccc3c2=O)cc(OC)c1OC	1.1	-20	21	8	6
42	O=C(NNC(=O)C(c1ccccc1)c1ccccc1)c1cccs1	-0.9	9	-25	1	-9
43	O=C(NCc1ccco1)c1ccc(NS(=O)(=O)c2cccc(F)c2)cc1	2.2	8	17	5	-1
44	O=C(O)CSc1nnc(CNc2ccccc2Cl)n1-c1ccccc1	1.6	-2	7	-11	-11
45	CC1=NN(C(N)=S)C(=O)C1N=Nc1cccc(C)c1 (stereo not drawn)	4.1	-26	-1	-63	26
46	CCc1ccc2c(CSc3nnnn3C)cc(=O)oc2c1	-2.7	-2	-9	2	2
47	Cc1nn(C2CCS(=O)(=O)C2)c(C)c1C=O (stereo not drawn)	-0.6	0	10	-10	9
48	O=C(CCl)Oc1ccc2occ(C(=O)c3cccs3)c2c1	3.7	-55	-72	-124	11

no.	CXCR6 block	Gli-Sufu antag	EBI2 antag	XBP1 UPR activ
37	-9	1	-4	-3
38	-2	-7	9	1
39	3	20	1	-4
40	12	-29	-15	13
41	2	-10	-16	-4
42	9	7	4	1
43	0	-3	-4	-2
44	-2	5	-7	1
45	6	29	-10	1
46	-4	-4	1	-3
47	-3	-1	-3	0
48	8	-10	5	0

Other compounds:
no.	SMILES	CHOP UPR activ	Jurkat NFkB inh	Mdm2 MdmX PPI	697 NFkB inh	CCR6 antagonist
49	COc1ccc([C@H]2/C=C\CN(S(=O)(=O)c3ccc(C)cc3)[C@@H](C)C(=O)N2Cc2ccc(F)cc2)cc1	-1.1	-1	-13	-33	14
50	CC(C)CC1c2[nH]c3ccccc3c2CCN1CCCn1cccn1 (stereo not drawn)	-0.7	3	6	13	5
51	Clc1ccc(C=NN2CCCCCC2)cc1	nt	nt	nt	nt	16
52	CCOC(=O)C1CCN(C(=O)c2ccc(CNS(=O)(=O)c3ccc(C)cc3)cc2)CC1	-1.7	-11	-8	16	-4
53	COC(=O)c1cc(S(=O)(=O)NCCc2ccccc2)c[nH]1	-1.6	5	1	3	1
54	Cc1ccc(C)c(OCCC(=O)OCC(=O)N(C)c2c(N)n(Cc3ccccc3)c(=O)[nH]c2=O)c1	-0.8	1	14	4	0
55	CC(=O)Nc1cc(N=Cc2ccc(O)cc2O)c(Cl)cc1Cl	-1.0	-5	-14	6	5
56	COc1ccc(NC(=S)N2CCN(C)CC2)cc1	-0.5	-19	7	-1	8
57	O=c1cc(SCc2ccccc2)nc[nH]1	nt	nt	nt	nt	-2
58	O=C1[C@@H]2[C@H](C(=O)N1Cc1cccnc1)[C@H]1C=C[C@@H]2C1	0.1	-14	-8	-10	-3
59	COc1cc(/C=N\NC(=O)CNC(=O)C2COc3ccccc3O2)ccc1O (stereo not drawn)	0.4	4	-2	-24	-8
60	CCOc1ccc(S(=O)(=O)N(C)c2ccc(OCC(=O)Nc3ccccc3F)cc2)cc1	3.4	20	13	7	9
61	CCn1nc(C)cc1C(=O)Sc1cccc(Br)c1	7.5	10	40	15	23
62	CCOC(=O)c1sc(=S)n(C)c1NC(=O)c1ccccc1C	2.2	-20	8	10	17

no.	CXCR6 block	Gli-Sufu antag	EBI2 antag	XBP1 UPR activ
49	15	10	12	-1
50	10	25	4	-3
51	-14	-62	3	nt
52	-6	4	-6	-3
53	2	7	0	0
54	6	0	3	-3
55	-1	-17	-6	0
56	-11	4	2	-4
57	-1	0	-7	nt
58	-2	2	2	-2
59	4	-4	-4	-1
60	-5	-2	0	-3
61	13	-3	-8	97*
62	0	21	5	0

Screens as filed in PubChem.
